All columns: NCI-60 one-dose screen, growth in % after 48 h at 10 µM unless noted; 100 = growth as untreated, 0 = no growth, -100 = all killed.
OVCAR-8: OVCAR-8 ovarian cancer; 4.4% of 81,000 active
ACHN: ACHN renal cancer; 4.9% of 81,000 active; AID 1794771
OVCAR-4: OVCAR-4 ovarian cancer cells; 3.7% of 80,000 active; AID 1794784
OVCAR-5: OVCAR-5 ovarian cancer; 2.9% of 82,000 active
RXF 393: RXF 393 renal cancer cells; 6.9% of 77,000 active
OVCAR-3: OVCAR-3 ovarian cancer. 7% of 79,000 active. AID 1794787
A498: A498 renal cancer cells; AID 1794774; 5.4% of 76,000 active
CAKI-1: CAKI-1 renal cancer | 4.7% of 75,000 active
The depositor's hits bear a star; . = no result given; & = joins results of further samples. The calls were made as follows: active = growth percent below 10; inactive = the rest.

SMILES | OVCAR-8 | ACHN | OVCAR-4 | OVCAR-5 | RXF 393 | OVCAR-3 | A498 | CAKI-1
CC(/C=C/c1ccc(Br)cc1)=N\OCC(=O)Nc1ccccc1 | 100 | 88 | 98 | 92 | 112 | 100 | 95 | 77
Cc1ccc(NC(=O)N=Nc2c(O)[nH]c3ccccc23)cc1 | 98 | 88 | 101 | 95 | 91 | 95 | 96 | 90
CS(=O)(=O)c1ccc(-c2nc3cc(Cl)ccc3n2CC(N)=O)cc1 | 91 | 89 | 89 | 95 | 94 | 97 | 105 | 82
Cc1nc(C)c(Br)s1 | 103 | 100 | 95 | 98 | 112 | 118 | 103 | 97
CCCCCCCCCC[n+]1cccc(C(N)=O)c1 | 93 | 112 | 95 | 89 | 93 | 85 | 88 | 88
O=c1[nH]c2ccccc2cc1CSc1ccc(Nc2nccc(-c3ccc(Cl)cc3)n2)cc1 | -53* | -90* | -77* | -19* | . | -74* | -65* | -84*
CO[C@@H]1[C@H](O)c2coc3c2[C@@](C)(c2ccc4c(c2C3=O)CCC4=O)[C@@H]1O | 94 | 113 | 91 | 100 | 97 | 85 | 76 | .
O=C(O)c1cccnc1Sc1nc2ccc(Cl)cc2c(=O)n1Cc1ccccc1 | 103 | 101 | 79 | 102 | 95 | 104 | 101 | 70
CCN(CC)Cc1cc(Nc2ccnc3cc(Cl)ccc23)cc(-c2ccc(Cl)cc2)c1O | 9.6* | 57 | . | 54 | 46 | -44* | 49 | 55
COC1C(COC(=O)c2ccccc2)OC2OC(C)(C)OC21 (stereo not drawn) | 102 | 102 | 107 | 107 | 108 | 107 | 84 | 99
O=C(O)c1cc2ccccc2c2cc(Br)ccc12 | 106&100 | 97&101 | 105&99 | 104&109 | 124&120 | 99&110 | 112&95 | 94&93
Nc1nc(Br)nc2c1ncn2C1CC(O)C(CO)O1 (stereo not drawn) | 36 | 30 | 82 | 76 | . | 81 | 89 | 51
COc1cc(/C=C/C(=O)CC(=O)/C=C/c2cc(Br)c(O)c(OC)c2)cc(Br)c1O | . | 95 | 103 | 114 | 102 | 98 | 121 | 103
CCN1C(=S)N(CC)C2C1NC(=S)N2/N=C/C=C/c1ccccc1 (stereo not drawn) | 42 | 39 | 61 | 54 | 2.3* | 3.8* | 0.5* | 30
CNC(=S)Nc1ccc(S(=O)(=O)Nc2ccc(Cl)nn2)cc1 | 107 | 103 | 104 | 102 | 103 | 108 | 92 | 88
NC1CSSCC(C(=O)O)NC1=O (stereo not drawn) | 109 | 109 | 104 | 110 | 108 | 100 | 105 | .
COc1cc(NCCCCCCC2CCCCN2)c2ncccc2c1 (stereo not drawn) | 81 | 85 | 31 | 93 | 98 | 57 | 60 | 97
O=[N+]([O-])c1ccc(-c2nc(-c3ccccc3)c(-c3ccccc3)n2-c2ccccc2)cc1 | 27 | 19 | 25 | 92 | 74 | 40 | 41 | 48
O=C1OC(c2ccccc2)=N/C1=C\c1ccc(Cl)cc1Cl | 107 | 102 | 111 | 108 | 101 | 107 | 127 | 107
COc1ccc2sc3c(Cl)nc4ccccc4c3c(=O)c2c1 | 99 | 96 | 90 | 90 | 88 | 104 | 93 | 83
CCN(CC)CC(O)CNc1ccnc2c(Cl)ccc(Cl)c12 (stereo not drawn) | 105 | 104 | 107 | 103 | 108 | 109 | 95 | 102
Cc1ccc2nc(C)c(C(=O)NCc3ccc(OCc4cn(Cc5ccc(Br)cc5)nn4)cc3)n2c1 | 85 | 86 | 80 | 110 | 94 | 96 | 81 | 85
OCCC(N1CCOCC1)C(O)(c1ccccc1)c1ccccc1 (stereo not drawn) | 110&93 | 104&98 | 99&86 | 99&101 | 113&101 | 115&104 | 107&103 | 88&109
CCCC(=O)NC(c1ccc2c(c1)OC(F)(F)O2)c1cc(C)c2cccnc2c1O (stereo not drawn) | 14 | 6.7* | 34 | 42 | 55 | 25 | 6.0* | 13
CC[C@]12C=CCN3CC[C@@]4(c5cc(NC(=O)COc6cc(O)c7c(=O)cc(-c8ccccc8)oc7c6)c(OC)cc5N(C)[C@H]4[C@@](O)(C(=O)OC)[C@@H]1OC(C)=O)[C@@H]32 | -18* | -78* | -67* | -86* | -92* | -86* | -90* | -78*

Part of the list above, with tabs.
Structure	OVCAR-8	ACHN	OVCAR-4	OVCAR-5	RXF 393	OVCAR-3	A498	CAKI-1
O=C(O)c1cccnc1Sc1nc2ccc(Cl)cc2c(=O)n1Cc1ccccc1	103	101	79	102	95	104	101	70
CCN(CC)Cc1cc(Nc2ccnc3cc(Cl)ccc23)cc(-c2ccc(Cl)cc2)c1O	9.6*	57	.	54	46	-44*	49	55
COC1C(COC(=O)c2ccccc2)OC2OC(C)(C)OC21 (stereo not drawn)	102	102	107	107	108	107	84	99
O=C(O)c1cc2ccccc2c2cc(Br)ccc12	106&100	97&101	105&99	104&109	124&120	99&110	112&95	94&93
Nc1nc(Br)nc2c1ncn2C1CC(O)C(CO)O1 (stereo not drawn)	36	30	82	76	.	81	89	51
COc1cc(/C=C/C(=O)CC(=O)/C=C/c2cc(Br)c(O)c(OC)c2)cc(Br)c1O	.	95	103	114	102	98	121	103
CCN1C(=S)N(CC)C2C1NC(=S)N2/N=C/C=C/c1ccccc1 (stereo not drawn)	42	39	61	54	2.3*	3.8*	0.5*	30
CNC(=S)Nc1ccc(S(=O)(=O)Nc2ccc(Cl)nn2)cc1	107	103	104	102	103	108	92	88
NC1CSSCC(C(=O)O)NC1=O (stereo not drawn)	109	109	104	110	108	100	105	.
COc1cc(NCCCCCCC2CCCCN2)c2ncccc2c1 (stereo not drawn)	81	85	31	93	98	57	60	97
O=[N+]([O-])c1ccc(-c2nc(-c3ccccc3)c(-c3ccccc3)n2-c2ccccc2)cc1	27	19	25	92	74	40	41	48
O=C1OC(c2ccccc2)=N/C1=C\c1ccc(Cl)cc1Cl	107	102	111	108	101	107	127	107
COc1ccc2sc3c(Cl)nc4ccccc4c3c(=O)c2c1	99	96	90	90	88	104	93	83
CCN(CC)CC(O)CNc1ccnc2c(Cl)ccc(Cl)c12 (stereo not drawn)	105	104	107	103	108	109	95	102
Cc1ccc2nc(C)c(C(=O)NCc3ccc(OCc4cn(Cc5ccc(Br)cc5)nn4)cc3)n2c1	85	86	80	110	94	96	81	85
OCCC(N1CCOCC1)C(O)(c1ccccc1)c1ccccc1 (stereo not drawn)	110&93	104&98	99&86	99&101	113&101	115&104	107&103	88&109
CCCC(=O)NC(c1ccc2c(c1)OC(F)(F)O2)c1cc(C)c2cccnc2c1O (stereo not drawn)	14	6.7*	34	42	55	25	6.0*	13
CC[C@]12C=CCN3CC[C@@]4(c5cc(NC(=O)COc6cc(O)c7c(=O)cc(-c8ccccc8)oc7c6)c(OC)cc5N(C)[C@H]4[C@@](O)(C(=O)OC)[C@@H]1OC(C)=O)[C@@H]32	-18*	-78*	-67*	-86*	-92*	-86*	-90*	-78*

New compounds follow
SMILES | OVCAR-8 | ACHN | OVCAR-4 | OVCAR-5 | RXF 393 | OVCAR-3 | A498 | CAKI-1
CC(=O)OCC1=C(C(=O)O)N2C(=O)[C@@H](NC(=O)Cc3cccs3)[C@H]2SC1 | 102 | 102 | 108 | 107 | 114 | 117 | 127 | 98
COc1cc(-c2noc(-c3ccccc3)n2)cc(OC)c1OC | 98 | 86 | 103 | 92 | 101 | 103 | 63 | 80
CN1CCN(c2nc(-c3csc(-c4ccncc4)n3)cc3ccccc23)CC1 | 84 | 55 | 85 | 76 | -26* | . | . | 59
O=S(=O)(NC1C2CC3CC(C2)CC1C3)c1ccc2c(c1)C(=NO)c1cc(S(=O)(=O)NC3C4CC5CC(C4)CC3C5)ccc1-2 (stereo not drawn) | 102 | 102 | 109 | 93 | 98 | 111 | 96 | 91
CC(=O)NC1C(O[C@H]2CC[C@]3(C)[C@H]4CC=C5[C@@H]6CC(C)(C)CC[C@]6(C(=O)OC6OCC(O)C(O)C6OC6OCC(O)(CO)C6O)[C@H](O)C[C@@]5(C)[C@]4(C)CC[C@H]3C2(C)C)OC(COC2OCC(O)C(O)C2OC2OCC(O)C(O)C2O)C(O)C1O (stereo partly drawn) | 52 | 105 | 95 | 95 | . | 105 | 119 | 100
CN(C)C(=S)Sc1nc2ccccc2s1 | 74 | 85 | 50 | 108 | 65 | 69 | 59 | 54
COc1cccc2c1CN(C(=O)c1ccc(O)c(C(=O)N3Cc4ccccc4C3)c1)C2 | 99 | 103 | 99 | 112 | 104 | . | 102 | 96
O=C(CC(CC(=O)c1ccccc1)c1ccccn1)c1ccccc1 | 101 | 98 | 105 | 105 | 111 | 106 | 94 | .
Cc1cc(C)c2c(Cc3cn4ccc(C)cc4nc3=O)cc(=O)oc2c1 | 96 | . | 103 | 102 | 100 | 114 | 97 | .
COc1ccc2c(c1)O/C(=C/c1ccc(OCC(=O)c3ccc([N+](=O)[O-])cc3)cc1)C2=O | 103 | 107 | 113 | 96 | 111 | 109 | 124 | 87
N#C/C(=C\c1cccc2cnccc12)n1nnc2cccc(F)c21 | 42 | 17 | 39 | 32 | -2.1* | 35 | 68 | 42
COC(=O)CCc1cc(O)c2c(c1)[C@@H](C(=O)OC)[C@H](c1ccc(O)c(O)c1)O2 | 91 | 98 | 83 | 98 | 88 | 27 | 98 | .
COc1ccc(C(=O)Cn2cnc3c(Nc4cc(C(=O)Nc5ccc(N6CCN(c7ccccc7)CC6)cc5)ccc4C)ncnc32)cc1 | 97 | 109 | 87 | 101 | 100 | 100 | 96 | .
O=C1NC(=O)c2ccccc21 | 110 | 112 | 98 | 101 | 115 | 107 | . | 100
COc1ccc(-c2cc(-c3ccc(OC)cc3)n(-c3ccc(-c4nnc(NCc5ccccc5)o4)cc3)n2)cc1 | 94 | 98 | 97 | 93 | 108 | 103 | 78 | 74
Cc1ccc(C(=O)Nc2cc(-n3ccnc3C)cc(C(F)(F)F)c2)cc1C#Cc1cnc2cccnn12 | 18 | -6.5* | 16 | 7.1* | -55* | 38 | -18* | -41*
C=CCOC(=O)Oc1c(C)cc([N+](=O)[O-])cc1[N+](=O)[O-] | 86 | 107 | 109 | 116 | 124 | 118 | 103 | 116
O=C(O)/C=C/C(=O)Nc1ccccc1Cl | 103 | 99 | 106 | 105 | 102 | 120 | 106 | 106
CCCNCCC(C)=O | 106 | 106 | 107 | 101 | 127 | 116 | 94 | 106
CC(=O)N1N=C(c2ccc(Oc3nnnn3-c3ccccc3)cc2)OC1c1ccc(F)cc1F (stereo not drawn) | 98 | 108 | 106 | 106 | 97 | 102 | 104 | 101
CC(=O)Nc1cc(F)cc(-c2ccc3[nH]cc(-c4ccccc4)c3n2)c1 | 34 | 16 | 42 | 27 | -12* | 32 | -20* | -37*
C=CCOC(CCl)CCl | 100 | 104 | 106 | 95 | 114 | 93 | 117 | .
CCOC(=O)c1cc2c(n1Cc1cc(OC)cc(OC)c1)-c1oncc1CCC2 | 19 | 38 | 38 | 59 | 19 | -36* | -14* | 42
CNC(=O)n1c(N)nc(-c2ccccc2)c1-c1ccccc1 | 106 | 106 | 103 | 113 | 114 | 100 | 80 | 103
CC(=O)SC(C(=O)O)(c1ccccc1)c1ccccc1 | 98 | 103 | 97 | 104 | 105 | 107 | 91 | 108

Further entries.
SMILES | OVCAR-8 | ACHN | OVCAR-4 | OVCAR-5 | RXF 393 | OVCAR-3 | A498 | CAKI-1
CCC(C)[C@H](NC(=O)NC(=O)NC(=O)CI)C(=O)OC (stereo partly drawn) | 88 | 57 | 64 | 94 | 85 | -39* | 89 | -60*
COc1ccc(-c2cc(C(=O)OCc3ccc(Br)cc3)nn2-c2ccc(S(C)(=O)=O)cc2)cc1 | 90 | 95 | 74 | 106 | 82 | 86 | 90 | 87
C=C(C)[C@@H]1C[C@H](O)Cc2c(C)cc(C)cc2N1 | 98 | 106 | 114 | 96 | 115 | 113 | 90 | 86
CCOC(=O)CCC(=O)OCC | 106 | 110 | 110 | 104 | 110 | 104 | 89 | 99
NCCC1CCCCC1 | 110 | 103 | 119 | 90 | 98 | 103 | 95 | 101
Clc1cccc(Cc2cn3cc(-c4ccccc4)nc3s2)c1 | 53 | 28 | 47 | 34 | 94 | 74 | 85 | 48
CCN(CC)CCOC(=O)C(c1ccccc1)C1CCCCC1 (stereo not drawn) | 112&104 | . | 103&101 | 110 | 114&94 | 104&99 | 103&91 | 73
Cn1cc(-c2cc3nc(-c4cn(C)c5ncccc45)cc(N)n3n2)c2ccccc21 | 10 | -73* | 3.0* | 49 | -50* | 6.9* | -2.4* | -23*
Cc1cc(=S)nc(N)[nH]1 | 112 | . | 106 | 91 | 106 | 104 | 114 | .
CCc1ccc(C2=C/C(=C/c3ccc(Cl)cc3)C(=O)N2CCc2ccc(S(N)(=O)=O)cc2)cc1 | 22 | 15 | 32 | 47 | 7.1* | 24 | 33 | .
Cc1c(-n2cc(-c3ccccc3)c3c2ncn2nc(-c4ccc(Cl)cc4)nc32)c(=O)n(-c2ccccc2)n1C | 97 | 91 | 88 | 117 | 83 | 113 | 150 | 57

Two of the compounds above, in markdown.
| SMILES | OVCAR-8 | ACHN | OVCAR-4 | OVCAR-5 | RXF 393 | OVCAR-3 | A498 | CAKI-1 |
| --- | --- | --- | --- | --- | --- | --- | --- | --- |
| Cc1cc(=S)nc(N)[nH]1 | 112 | . | 106 | 91 | 106 | 104 | 114 | . |
| CCc1ccc(C2=C/C(=C/c3ccc(Cl)cc3)C(=O)N2CCc2ccc(S(N)(=O)=O)cc2)cc1 | 22 | 15 | 32 | 47 | 7.1* | 24 | 33 | . |

Screens from PubChem BioAssay.

No enrichment for hits. About 10% of those tested had a hit in this group.
